FBW7 activator = activators of human E3 ligase FBW7. AlphaScreen FBW7–phospho-cyclin E peptide binding, activator screen. normalized activity (activation), % at 26.1 µM. actives 0.13% (n = 650,000). AID 1259310; in the data active means normalized activity above about 1.9%;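 further: purified mutant Fbw7 with reduced substrate affinity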
MITF primary = inhibitors of human MITF | AID 1259374 | O75030 | AlphaScreen MITF homodimerization, bead proximity signal | inhibition, % at 2.6 µM | actives 0.91% (n = 650,000); in the data active means inhibition above about 50%;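 further: 0% = vehicle wells with protein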
Target sequence (O75030 whole entry, looked up): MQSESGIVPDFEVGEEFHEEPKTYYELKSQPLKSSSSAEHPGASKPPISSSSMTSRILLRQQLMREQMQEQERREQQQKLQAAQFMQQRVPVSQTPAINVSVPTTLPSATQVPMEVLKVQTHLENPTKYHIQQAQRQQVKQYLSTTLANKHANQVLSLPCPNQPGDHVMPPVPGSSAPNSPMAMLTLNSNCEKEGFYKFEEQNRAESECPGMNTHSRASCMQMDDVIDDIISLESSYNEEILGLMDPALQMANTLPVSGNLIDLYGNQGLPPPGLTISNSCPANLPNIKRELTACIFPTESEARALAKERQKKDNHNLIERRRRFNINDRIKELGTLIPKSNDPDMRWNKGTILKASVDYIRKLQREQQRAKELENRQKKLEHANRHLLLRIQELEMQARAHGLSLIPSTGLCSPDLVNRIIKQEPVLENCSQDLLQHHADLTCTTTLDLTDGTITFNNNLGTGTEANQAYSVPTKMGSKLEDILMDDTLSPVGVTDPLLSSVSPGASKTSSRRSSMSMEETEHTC
GPR151 activ = activates the human receptor GPR151. PathHunter beta-arrestin GPR151 cells, luminescence. activation, % at 11.2 µM. actives 1% (n = 650,000). AID 1508602; in the data active means activation above about 4.9%;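 further: 0% = median of compound wells and 100% = cells with positive control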
Target sequence (Q8TDV0 whole entry, looked up): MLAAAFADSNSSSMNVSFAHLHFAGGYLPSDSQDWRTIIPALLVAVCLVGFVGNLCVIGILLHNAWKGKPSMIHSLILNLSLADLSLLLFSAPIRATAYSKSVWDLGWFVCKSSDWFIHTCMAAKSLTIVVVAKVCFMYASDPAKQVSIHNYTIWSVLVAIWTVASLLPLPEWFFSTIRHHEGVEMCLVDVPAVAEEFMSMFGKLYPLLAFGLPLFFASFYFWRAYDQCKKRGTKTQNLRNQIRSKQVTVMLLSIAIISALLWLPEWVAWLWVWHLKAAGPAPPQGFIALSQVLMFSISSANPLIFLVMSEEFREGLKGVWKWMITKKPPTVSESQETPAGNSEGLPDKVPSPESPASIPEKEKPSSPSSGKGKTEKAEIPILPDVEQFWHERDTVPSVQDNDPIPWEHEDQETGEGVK
TEAD-YAP block = TEAD-YAP interaction inhibition; HEK-TIYL cells, TEAD-Gal4/YAP UAS-luciferase luminescence; inhibition, % at 9.12 µM; actives 1.4% (n = 640,000); in the data active means inhibition above about 32%;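 further: 0% = median of test compound wells and 100% = reference inhibitor wells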
* hit, by the source's call. No enrichment for hits; about 3.4% have a hit in one of these screens.

SMILES	FBW7 activator	MITF primary	GPR151 activ	TEAD-YAP block
CN(C)CCCNC(=O)c1ccc(-c2cncc(-c3ccc(CO)cc3)n2)cc1	-0.1	-9	-1.1	12
COC(=O)Nc1ccc(SCC(=O)N(c2ccccc2)C(C)C)cc1	0.3	13	1.5	14
N#C/C(=C\c1ccc(N2CCCC2)o1)c1ccccc1	0.1	5	0.0	0
CCC(c1nnnn1C(C)(C)CC)N1CCN(Cc2ccc3c(c2)OCO3)CC1 (centres undefined)	-0.4	-9	-0.2	-4
O=C(Nc1cc2cccc([N+](=O)[O-])c2oc1=O)c1cccs1	0.6	4	0.2	1
O=C(NCc1ccco1)c1cc([N+](=O)[O-])ccc1N1CCOCC1	0.0	1	-0.3	-1
COC(=O)C1=CN(c2ccc(F)c(F)c2)C=C(C(=O)OC)C1c1ccc(C)c([N+](=O)[O-])c1	0.0	8	0.3	1
CN(c1ccc(Cl)cc1)S(=O)(=O)c1nnc(NC(=O)/C=C/c2ccccc2)s1	0.1	16	-1.2	-1
O=C(NCC1CCCO1)C(C(=O)c1ccccc1)n1cc(Cl)ccc1=O (centres undefined)	0.1	10	-0.8	-5
O=C(NCCN1CCOCC1)c1cc(-c2ccc(Cl)s2)nc2ccccc12	0.1	3	-0.3	2

A different layout for part of the listing above.
Every second line gives: FBW7 activator, MITF primary, GPR151 activ, TEAD-YAP block
> O=C(NCC1CCCO1)C(C(=O)c1ccccc1)n1cc(Cl)ccc1=O (centres undefined)
  0.1, 10, -0.8, -5
> O=C(NCCN1CCOCC1)c1cc(-c2ccc(Cl)s2)nc2ccccc12
  0.1, 3, -0.3, 2

The list goes on:
SMILES	FBW7 activator	MITF primary	GPR151 activ	TEAD-YAP block
COc1cccc(NC(=O)CSc2nc3c(sc(=S)n3-c3ccccc3F)c(=O)n2-c2ccc(F)cc2)c1	-0.1	-7	-0.3	-2
COc1ccc(-c2noc(CCCC(=O)Nc3cccc(C)c3C)n2)cc1OC	-0.2	-7	-2.4	-12
CCOc1ccc(NC(=S)c2ccccn2)cc1	-0.6	24	-7.9	75*
COc1cccc(Nc2nc3cc(OC)ccc3cc2C#N)c1	0.2	1	1.2	11
Cc1ccc(NC(=O)c2cccc(Nc3nc(-c4ccccc4)c4cc(Br)ccc4n3)c2)c(C(=O)c2ccccc2)c1	-0.1	13	0.6	-1
Cc1cc(NC(=O)CN(Cc2ccccc2Cl)S(=O)(=O)c2ccccc2F)no1	-0.2	-2	-0.2	-8
NC(=O)c1cccc(CNc2nccc(-c3ccccc3)n2)c1	0.2	15	-0.1	3
O=C(CSc1nc2[nH]ncc2c(=O)n1-c1ccc(Cl)cc1Cl)c1ccc(Cl)c(Cl)c1	1.1	6	0.7	2
CC(C)c1ccc(N2CC(C(=O)Nc3nccs3)CC2=O)cc1 (centres undefined)	0.0	-2	-0.8	4
Cc1cc(C)c2c(c1)sc(=NC(=O)c1ccc(S(=O)(=O)N3CCOCC3)cc1)n2C	-0.1	-1	-0.7	0
Fc1ccc(NC(=S)N2CCN(c3cccc(C(F)(F)F)c3)CC2)cc1	0.0	-13	0.0	7
CC1CC(C)CN(c2cc(NCCO)c3c4c(onc24)-c2ccccc2C3=O)C1 (centres undefined)	-0.5	41	0.4	20
Cn1nccc1C(=O)NCC1CCC2(CCN(Cc3ccccc3F)CC2)O1 (centres undefined)	0.1	1	0.1	-4
CC1(C)NC(=O)c2cccc3c2C1CCC3 (centres undefined)	0.0	9	3.3	-4
O=C(c1ccc(C(=O)N(Cc2ccccc2)c2ccccn2)cc1)N(Cc1ccccc1)c1ccccn1	-0.1	4	-0.1	-5
CC(C)CC(=O)N(Cc1ccc(F)cc1)C1CCS(=O)(=O)C1 (centres undefined)	0.0	-12	-0.2	6
CC1=C(C(=O)Nc2ccccc2F)C(c2ccc(F)cc2)NC(=O)N1 (centres undefined)	0.1	9	0.0	14
CCOc1cc(C)c(C(C)C)cc1S(=O)(=O)NCc1ccccn1	-0.1	9	1.9	-8
O=S(=O)(Nc1ccc2c(c1)OC1(CCCCC1)O2)c1ccc(F)cc1	-0.1	1	0.1	-2
COc1ccccc1CN1CCN2C(=O)[C@H](CCCCN)NC(=O)[C@H]2C1	-0.2	-5	-1.8	-9

As entered above:
Value of O=S(=O)(Nc1ccc2c(c1)OC1(CCCCC1)O2)c1ccc(F)cc1 under TEAD-YAP block: -2
Value of O=C(c1ccc(C(=O)N(Cc2ccccc2)c2ccccn2)cc1)N(Cc1ccccc1)c1ccccn1 under GPR151 activ: -0.1

(next part)
SMILES	FBW7 activator	MITF primary	GPR151 activ	TEAD-YAP block
NC(=O)c1ccc(NC(=O)CCc2cccc(Br)c2)cc1	0.8	5	-1.1	-13
CCSCCOC(=O)C1=C(C)NC(=O)CC1c1ccccc1C(F)(F)F (centres undefined)	0.0	4	0.4	-10
CC(C)N(CCNC(=O)c1cncc(-c2cccc(N)c2)c1)C(C)C	0.2	6	-1.7	6
CC1(C)Cc2c(sc(/N=C/N3CCCCCC3)c2C#N)C(C)(C)N1	0.0	1	0.2	-10
COc1ccc(CCNC(=O)CCc2ccc(S(=O)(=O)NCC(C)C)cc2)cc1OC	-0.3	9	-0.4	7
CON(C)S(=O)(=O)c1ccc(Cl)c(C(=O)OCc2ccc(C#N)cc2)c1	0.3	3	0.1	-9
N#CC1=C(N)Oc2n[nH]c(-c3cccs3)c2C1c1ccc(F)cc1 (centres undefined)	-0.1	3	0.6	-4
Cc1cc(C2C(C#N)=C(N)OC3=C2C(=O)CC(C)(C)C3)ccc1N1CCCC1 (centres undefined)	0.0	9	0.0	4
Clc1nc2c(nc1Cl)=CC1OCCOC1C=2 (centres undefined)	0.2	1	0.9	10
CCOC(=O)C(NS(=O)(=O)c1ccc2c(c1)Cc1ccccc1-2)C(O)c1ccccc1 (centres undefined)	-0.1	2	-0.3	-4

Overlap with the part before: 3 entries; new compounds follow.
SMILES	FBW7 activator	MITF primary	GPR151 activ	TEAD-YAP block
Cc1cc(C2C(C#N)=C(N)OC3=C2C(=O)CC(C)(C)C3)ccc1N1CCCC1 (centres undefined)	0.0	9	0.0	4
Clc1nc2c(nc1Cl)=CC1OCCOC1C=2 (centres undefined)	0.2	1	0.9	10
CCOC(=O)C(NS(=O)(=O)c1ccc2c(c1)Cc1ccccc1-2)C(O)c1ccccc1 (centres undefined)	-0.1	2	-0.3	-4
O=C(CCCn1c(=S)[nH]c2ccccc2c1=O)N1CCc2ccccc2C1	0.0	9	1.1	5
CCOC(=O)N1CCC(N2CCCC(N(C)CCc3ccccc3)C2)CC1 (centres undefined)	0.0	0	1.0	9
COc1ccccc1/C=C/C(=O)c1ccc(O)cc1	-0.1	-5	-1.4	-21
O=S(=O)(/N=C(/Nc1cccc(O)c1)c1ccccc1)c1ccccc1	0.0	7	-0.4	-2
COc1cc(/C=C2\SC(=S)N(c3ccc(C(=O)O)c(O)c3)C2=O)cc(OC)c1OC	-0.2	25	2.7	-15
COc1cccc2cc(C(=O)N3CCn4c3nc3ccccc34)oc12	-0.1	4	-4.2	-21
O=C1c2cccc3cccc(c23)C(=O)N1CC(=O)N1CCc2ccccc21	0.0	11	-0.9	2
O=C(COc1ccc2ccccc2c1)NCCCN1CCOCC1	0.6	2	1.3	4
COc1ccc(NC(=O)CSc2cn(CCNC(=O)c3cccc(C(F)(F)F)c3)c3ccccc23)cc1	-0.2	4	-0.4	7
CC1CCCN(C(=O)Cn2ccc3ccccc3c2=O)C1 (centres undefined)	0.1	20	1.2	2

Random excerpt: 5 records from the list
SMILES	FBW7 activator	MITF primary	GPR151 activ	TEAD-YAP block
O=C(CCCn1c(=S)[nH]c2ccccc2c1=O)N1CCc2ccccc2C1	0.0	9	1.1	5
COc1cc(/C=C2\SC(=S)N(c3ccc(C(=O)O)c(O)c3)C2=O)cc(OC)c1OC	-0.2	25	2.7	-15
COc1ccc(NC(=O)CSc2cn(CCNC(=O)c3cccc(C(F)(F)F)c3)c3ccccc23)cc1	-0.2	4	-0.4	7
CCOC(=O)N1CCC(N2CCCC(N(C)CCc3ccccc3)C2)CC1 (centres undefined)	0.0	0	1.0	9
O=C1c2cccc3cccc(c23)C(=O)N1CC(=O)N1CCc2ccccc21	0.0	11	-0.9	2

Other compounds follow.
SMILES	FBW7 activator	MITF primary	GPR151 activ	TEAD-YAP block
CCC(C)C1N=C2c3ccccc3N=C(SCC(N)=O)N2C1=O (centres undefined)	-0.1	7	2.1	0
O=[N+]([O-])c1cccc(-c2csc(N/N=C/C3CC=CCC3)n2)c1 (centres undefined)	-0.7	-3	-0.7	-44
CC1=C(C(=O)NCc2nc(NC3CCCC3)c3cc(Cl)ccc3n2)OCCO1	0.2	11	-0.7	-4
CCCc1oc2ccc(NS(=O)(=O)c3ccc4ccccc4c3)cc2c1C(=O)OCC	-0.1	0	-0.9	12
O=C(CSc1nc2ccccc2[nH]1)c1cccs1	-0.1	0	0.7	-57
O=C1COc2ccc(-c3ccncc3)cc2N1	-0.1	-12	0.7	-4
COc1ccc(NC(=O)/C=C/c2ccc(OC)c(OC)c2)cc1	0.0	3	-0.8	15
COc1cc(CN2C(=O)C(C)Oc3ccc(C)cc32)cc(OC)c1 (centres undefined)	0.0	-14	0.8	1
CCc1ccc(NC(=O)Cn2ncc3ccccc32)cc1	0.3	4	0.3	-38
COc1cccc(CNC(=O)c2cc3ccc(-c4cn[nH]c4)cc3n2CCCO)c1	0.0	5	5.5*	-7
CCCN(CCC)C1=C(C(=O)c2ccccc2)N(C)S(=O)(=O)c2ccccc21	-0.1	4	0.5	14
CC1CN(c2ccc(F)cc2)c2nc3c(c(=O)n(CC(=O)O)c(=O)n3C)n2C1 (centres undefined)	-0.1	-6	0.0	2
Cc1sc2nc(COC(=O)c3ccc[nH]c3=O)[nH]c(=O)c2c1C	-0.1	-2	-0.5	-2
O=C(NCc1ccc(Cl)cc1)c1ccc(N2CC3CC(C2)c2cccc(=O)n2C3)c(NS(=O)(=O)c2ccc3c(c2)OCCO3)c1 (centres undefined)	-0.3	1	-1.0	-6
CC1CCCCN1C(=O)CSc1ncc(-c2ccc(Cl)cc2)[nH]1 (centres undefined)	-0.1	-9	-0.6	-26
CC(=O)CCS(=O)(=O)c1ccc(Oc2ccc(S(=O)(=O)CCC(C)=O)cc2)cc1	0.4	12	-0.5	-2
O=C(CN1C(=O)C2CCC(c3ccccc3)CC2C1=O)Nc1ccc(Cl)cc1 (centres undefined)	-0.1	-4	1.3	3
CCn1cc(CNC(=O)c2cc(COc3ccc(F)cc3Cl)on2)cn1	0.1	9	-1.7	-3
Cc1nc(SCC(=O)NC(C)(C)C)c2c(-c3cccs3)csc2n1	0.0	4	-0.5	-3
CC(C)C(=O)Nc1ccc(C(=O)NNC(=O)NC2CCCCC2)cc1	1.1	8	-1.6	-2
Cc1[nH]c(=O)c(C#N)c(C)c1CCC(=O)NCc1ccc(Cl)cc1	-0.1	12	0.8	-6
COc1cccc(-c2nn(C)c3sc(C(=O)NCCCN4CCCC4)cc23)c1	-0.3	3	0.4	0
Cc1cc(C(=O)N2CCN(c3cccc(Cl)c3)CC2)ccc1[N+](=O)[O-]	0.1	9	1.5	3
COc1cc2c(=O)c([N+](=O)[O-])c(C)[nH]c2cc1[N+](=O)[O-]	0.0	-27	0.6	-2
CCCCN1C(=O)S/C(=C\c2ccc(F)cc2)C1=O	0.2	26	1.3	-16
CCN(C(=O)C(C)Cl)c1cccc2ccccc12 (centres undefined)	-0.1	14	-1.4	1
COc1ncc(-c2cnc(N)c(-c3ccc(C(=O)O)cc3)n2)c(OC)n1	0.6	16	-1.1	6
CCSc1nc(-c2cccs2)nc2c1c(=O)n(C)c(=O)n2C	0.1	-8	4.6	-4
COc1ccc2nc(NC(=O)C(C)N3C(=O)c4ccccc4C3=O)sc2c1 (centres undefined)	0.2	15	0.1	5
CCOc1nc(C)nc2c1sc(=S)n2C	-0.1	9	-0.4	1
Cn1nc(CC(=O)NC2(c3ccccc3F)CCCC2)c2ccccc2c1=O	0.2	8	0.7	9
COc1cc(S(=O)(=O)NCCc2ccccc2)c(OC)cc1Cl	0.0	-3	-0.9	4
Cc1cc(/C=N/n2cnnc2)c(C)n1-c1cccc(Br)c1	-0.1	-16	-0.6	6
CC(CCc1ccccc1)NC(=O)C1CCCN(c2nnc(N3CCCC3=O)s2)C1 (centres undefined)	0.1	0	-0.3	1
COc1ccc(-c2noc(COc3cc(C)c(Cl)c(C)c3)n2)cc1OC	-0.1	6	2.7	3
Cn1c(=O)oc2cc(S(=O)(=O)NCCCN3CCCCCC3)ccc21	0.0	6	0.0	-15
Cc1ccc(/C=C(\C#N)C(=O)Nc2ccc(S(N)(=O)=O)cc2)cc1	0.1	8	0.6	10
COc1ccc(-c2csc3nc(C)n(CCO)c(=O)c23)cc1	-0.1	3	-0.3	-1
COc1ccc(C(=O)Nc2ccc3c(c2)C(=O)NC3=O)c(OC)c1	0.2	-2	2.6	-7
CC(=O)N1CN(Cc2cccnc2)Cc2c1sc1c2CCCC1	-0.2	-5	-0.3	-4
CCSc1nc2sccn2c(=O)c1C(=O)NCc1cccs1	0.4	9	3.2	4
Cc1ccc(S(=O)(=O)N2CCN(Cc3cc(C(C)C)ccc3O)CC2)cc1	0.1	0	0.3	4
O=C(Cc1ccccc1)Nc1cccc(O)c1	-0.2	-13	0.3	-5
Cc1ccc(NC(=O)c2sc3ncnc(N4CCOCC4)c3c2C)cc1Cl	0.4	20	-1.4	-20
FC(F)(F)c1ccccc1-c1[nH]ncc1-c1ccncc1	0.6	12	-1.9	5
CC(C)NS(=O)(=O)c1ccc(NCCCOC(C)C)c([N+](=O)[O-])c1	0.0	6	1.9	0
CCOc1ccccc1NC(=O)c1c(NC(=O)c2cccc(F)c2)sc2c1CCCCC2	-0.1	10	-0.6	0
COc1cccc(-c2cnn3c(N4CCN(C)CC4)ccnc23)c1	0.1	-14	-0.1	-14
CCOc1ccc(NC(=O)c2c(NC(=O)c3ccco3)sc3c2CCC3)cc1	0.6	2	-0.5	4

Source: PubChem (The Scripps Research Institute Molecular Screening Center)
